GPR151 activ = human GPR151 activation. Q8TDV0. PathHunter beta-arrestin GPR151 cells, luminescence. activation, % at 11.2 µM. actives 1% (n = 650,000); in the data active = activation above about 4.9%;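 note: 0% = median of compound wells and 100% = cells with positive control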
Target sequence (Q8TDV0 whole entry, looked up): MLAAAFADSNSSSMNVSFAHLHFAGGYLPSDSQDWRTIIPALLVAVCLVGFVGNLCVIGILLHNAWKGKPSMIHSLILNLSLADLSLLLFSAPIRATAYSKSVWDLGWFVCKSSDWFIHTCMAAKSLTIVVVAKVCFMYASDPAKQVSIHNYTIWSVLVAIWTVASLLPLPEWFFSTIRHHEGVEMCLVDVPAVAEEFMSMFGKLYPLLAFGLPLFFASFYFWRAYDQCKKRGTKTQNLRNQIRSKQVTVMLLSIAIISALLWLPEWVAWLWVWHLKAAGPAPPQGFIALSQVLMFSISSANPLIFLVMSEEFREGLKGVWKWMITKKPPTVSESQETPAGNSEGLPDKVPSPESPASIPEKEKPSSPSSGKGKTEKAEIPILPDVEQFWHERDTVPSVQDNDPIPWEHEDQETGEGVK
MITF primary = human MITF inhibition, primary screen | AlphaScreen MITF homodimerization, bead proximity signal | actives 0.91% (n = 650,000) | inhibition, % at 2.6 µM | O75030 | AID 1259374; in the data active = inhibition above about 50%;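 note: 0% = vehicle wells with protein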
Target sequence (O75030 whole entry, looked up): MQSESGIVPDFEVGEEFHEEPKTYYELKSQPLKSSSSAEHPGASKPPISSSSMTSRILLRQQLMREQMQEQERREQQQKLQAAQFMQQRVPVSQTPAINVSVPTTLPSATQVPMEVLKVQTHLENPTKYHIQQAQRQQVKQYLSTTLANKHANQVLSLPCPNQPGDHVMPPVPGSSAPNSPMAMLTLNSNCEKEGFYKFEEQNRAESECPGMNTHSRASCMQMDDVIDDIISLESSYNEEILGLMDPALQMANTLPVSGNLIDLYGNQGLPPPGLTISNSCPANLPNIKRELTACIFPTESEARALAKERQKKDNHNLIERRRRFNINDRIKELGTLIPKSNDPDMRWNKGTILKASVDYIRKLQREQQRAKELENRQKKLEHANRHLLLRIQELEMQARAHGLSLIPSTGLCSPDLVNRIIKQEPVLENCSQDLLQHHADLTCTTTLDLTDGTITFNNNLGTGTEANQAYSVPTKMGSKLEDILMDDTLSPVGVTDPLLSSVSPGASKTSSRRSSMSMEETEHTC
TEAD-YAP block = TEAD-YAP interaction inhibition. HEK-TIYL cells, TEAD-Gal4/YAP UAS-luciferase luminescence. inhibition, % at 9.12 µM. actives 1.4% (n = 640,000). AID 1259422; in the data active = inhibition above about 32%;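 note: 0% = median of test compound wells and 100% = reference inhibitor wells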
FBW7 act = activators of human E3 ligase FBW7; Q969H0; AlphaScreen FBW7–phospho-cyclin E peptide binding, activator screen; AID 1259310; actives 0.13% (n = 650,000); normalized activity (activation), % at 26.1 µM; in the data active = normalized activity above about 1.9%;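 note: purified mutant Fbw7 with reduced substrate affinity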
* = called active by the depositor.

Values run as follows: GPR151 activ, MITF primary, TEAD-YAP block, FBW7 act
1	Cc1ccc(N2C(N)=C(C#N)C(c3ccsc3)C3=C2CC(C)(C)CC3=O)cc1 (configuration not stated)
 : 0.6, 8, 7, 0.0
2	CS(=O)(=O)N1CCN=C1SCc1ccccc1
 : 0.9, 1, 1, -0.1
3	CCOC(=O)c1cnc2nc(NCc3ccc(C)cc3)[nH]n2c1=O
 : 0.5, -3, 5, 0.2
4	Cc1noc(C)c1S(=O)(=O)N1CCc2ccccc21
 : 1.5, 1, -9, 0.0
5	CCC1CN(CCNC(=O)CC2=CCCCC2)Cc2cc(OC)ccc2O1 (configuration not stated)
 : -1.3, 10, 4, 0.3
6	CN1CCCN(C(=O)C2CC23CCN(Cc2ccccc2)CC3)CC1 (configuration not stated)
 : -1.6, -11, -1, -0.1
7	COc1ccc(-c2[nH]c(=S)c(C#N)cc2-c2ccccc2)cc1
 : 1.0, 2, -6, -0.1
8	COc1ccc(C2(C(=O)Nc3ccc(C(=O)NCC4CCCO4)cc3)CCOCC2)cc1 (configuration not stated)
 : 1.0, 2, 2, 0.0
9	O=C(CS(=O)(=O)c1nc2ccccc2s1)c1ccc(Cl)cc1
 : -0.5, 0, 4, 0.1
10	NC(=O)COC(=O)c1ccc([N+](=O)[O-])s1
 : 0.6, -6, 3, -0.1
11	O=C(CC(=O)Nc1ccc(Cl)cc1)N/N=C\c1cccc(F)c1
 : 0.1, 3, 8, 0.0
12	CCOC(=O)C1=C(C)N=c2s/c(=C\c3cccc(OC)c3OC)c(=O)n2C1c1cc(OC)ccc1OC (configuration not stated)
 : 0.6, 7, 0, 0.1
13	CCC(C(=O)OC(C)C)n1cnc2sc(C(=O)Nc3ccccc3)c(C)c2c1=O (configuration not stated)
 : 0.0, 15, 7, 0.1
14	CC(C)(C)C(=O)Nc1cc(NC(=O)C(C)(C)C)cc(C(=O)Nc2c[nH]c(=O)[nH]c2=O)c1
 : -0.3, 1, -10, 0.1
15	O=C(c1ccc(C(=O)N2CCN(Cc3ccccc3)CC2)cc1)N1CCN(Cc2ccccc2)CC1
 : -1.1, 6, 9, 0.3
16	O=C1C(=O)N(CC(O)CN2C(=O)C(=O)c3ccccc32)c2ccccc21
 : 0.4, 16, 12, 0.2
17	O=C1C=C(O)c2ccccc2C1=O
 : -1.3, 8, -9, 0.1
18	COc1ccc(C(=O)N(C)CCc2ccccn2)cc1
 : 4.1, 71*, -4, 0.5
19	COc1cc(C(=O)NCc2ccc3[nH]c(C)cc3c2)cc(OC)c1OC
 : 1.3, 9, 7, 0.2
20	Oc1ccc2ccccc2c1/C=N/Nc1nn2cnnc2c2ccccc12
 : 1.2, -6, 2, 0.0

Look-ups from above:
cpd 11 @ GPR151 activ: 0.1
cpd 7 @ MITF primary: 2

Continued:
Values run as follows: GPR151 activ, MITF primary, TEAD-YAP block, FBW7 act
21	CC(=O)NC1=NN(C(C)=O)C(c2ccc(OC(C)=O)cc2)S1 (configuration not stated)
 : 2.0, -4, 7, -0.1
22	CC(=O)N/N=C/c1c(C)[nH]n(-c2ccccc2)c1=O
 : 2.3, 42, -3, 0.6
23	COCCNC(=O)c1nn(C)c2c1CSc1ccccc1-2
 : 6.7*, 2, -31, -0.1
24	CC1=NNC(=O)C1Cc1ccccc1C (configuration not stated)
 : 2.9, 12, -10, -0.1
25	O=C(NCCOc1ccc(F)cc1)C1CN(C(=O)c2cccs2)C1
 : -0.3, 3, -3, 0.1
26	CCc1c(C)nc(SCc2cccc(C)c2)c(C#N)c1C
 : 3.0, -5, -14, 0.0
27	C=CCN1C(=O)C(=O)c2cccc(C)c21
 : -0.6, 13, 3, 0.1
28	CCOC(=O)/C(C#N)=C\c1cc(Br)c(C)s1
 : -1.1, 14, 3, 1.0
29	COc1cc(/C=C2/SC(=Nc3ccc(C)cc3)NC2=O)ccc1OCc1ccccc1C#N
 : -1.3, 3, -1, 0.1
30	Cc1ccc(-c2csc(N(C)C(=O)c3ccco3)n2)cc1
 : -0.8, -3, -74, -0.2
31	Cn1c(C(=O)NCCCN2CCC(N3CCCCC3)CC2)cc2sccc21
 : 0.9, -60, 1, -0.1
32	COc1cc(OC)c(/C=C(\C#N)C(=O)NCc2ccccc2)cc1Br
 : -0.1, 22, -2, 0.6
33	Cn1c(SCc2c[nH]c3ccccc23)nnc1-c1ccc(Cl)cc1Cl
 : -1.2, 20, -2, 0.5
34	Cc1ccnc(NS(=O)(=O)c2ccc(Cl)s2)c1
 : -2.0, 5, -2, -0.1
35	CCOC(=O)c1nnn(C(CC)C(=O)Nc2cccc(C(F)(F)F)c2)c1C(=O)OCC (configuration not stated)
 : 0.0, -5, 1, 0.1
36	CC(=O)c1ccc(NC(=O)CCOc2ccc(C)cc2)cc1
 : -0.1, 3, -3, -0.1
37	O=C(CN1CCN(CC(=O)Nc2ccccc2F)CC1)Nc1ccccc1F
 : -0.5, 3, 17, -0.1
38	O=C(NC1CCCC1)C(c1cccnc1)N(CCc1ccccc1)C(=O)c1csnn1 (configuration not stated)
 : -0.1, 6, 0, -0.1
39	COc1ccc(NC(=O)CSc2c[nH]c3ccccc23)c(OC)c1
 : -0.6, 7, 11, -0.1
40	CCC(C)(C(=O)NC1CCCCC1)N(Cc1cccs1)C(=O)C1CCC(=O)N1 (configuration not stated)
 : -0.4, 4, 6, -0.1

Values run as follows: GPR151 activ, MITF primary, TEAD-YAP block, FBW7 act
41	CCN1CCN(C(c2cc(OC)ccc2OC)c2nnnn2C(C)(C)CC)CC1 (configuration not stated)
 : 0.1, -18, -3, 0.0
42	COC(=O)c1c(C)oc2ccc(N(C(C)=O)S(=O)(=O)c3ccc(C)cc3)cc12
 : 1.0, -2, 28, -0.1
43	Cc1cc(S(=O)(=O)NCC(C)C)ccc1OCC(N)=O
 : 0.6, 7, -7, 0.0
44	Cc1ccc(C(=O)O)cc1NC(=S)NC(=O)Cc1ccccc1
 : 1.5, 0, 2, 0.1
45	Cc1cccc(NC(=O)c2ccc(Cl)c(Cl)c2)n1
 : -0.9, 3, -46, -0.1
46	CNc1oc(-c2ccccc2)nc1S(=O)(=O)c1ccc(Br)cc1
 : -0.8, -3, -3, -0.2
47	Cc1cc(OCC(=O)N2CC(C)OC(C)C2)ccc1Br (configuration not stated)
 : 0.8, -9, -6, 0.0
48	Cc1ccccc1NC(=S)c1ccccn1
 : 0.4, 19, -25, -0.8
49	CCCOc1ccc(C2NC(=S)NC(C)=C2C(=O)OC)cc1OCC (configuration not stated)
 : -0.3, 17, -11, 0.1
50	CCCCCOc1ccc(C(=O)/C=C/C(=O)O)cc1
 : 0.1, 4, 3, 0.0
51	CN(CCO)c1cc(Sc2ccc(F)cc2)c2nonc2c1[N+](=O)[O-]
 : -2.2, -3, -2, -0.3
52	Cn1cnnc1SCC(=O)Nc1nc(-c2cccc(Br)c2)cs1
 : 1.2, 7, 6, 0.2
53	CC(C)(C)c1nnc(NC(=O)c2cccc([N+](=O)[O-])c2)s1
 : -3.3, -2, -14, 0.1
54	O=C(Cc1c(O)c2ccccc2[nH]c1=O)NCCO
 : 0.5, -2, 3, -0.1
55	Cc1c(NC(=S)NC(=O)c2ccc(F)cc2)c(=O)n(-c2ccccc2)n1C
 : 0.6, 12, 13, 0.0
56	CCOc1cc(C2C(C(=O)OCCOC)=C(C)NC3=C2C(=O)CC(c2ccc(Cl)cc2)C3)cc(Br)c1O (configuration not stated)
 : -0.9, -11, 2, 0.0
57	COc1ccc2oc(=O)c(C(=O)NCc3ccc(F)cc3)cc2c1
 : 1.2, 7, 2, 0.0
58	Cc1c(Cl)cccc1NC(=O)CCn1c(=O)sc2ccccc21
 : 0.3, 4, -7, -0.1
59	CCOc1ccc(NC(=O)c2cc(OC)c(OC)cc2[N+](=O)[O-])cc1
 : 1.5, -19, 2, -0.1
60	C=CCn1c(=NC(=O)/C=C/c2cccc([N+](=O)[O-])c2)sc2cc(S(N)(=O)=O)ccc21
 : 0.9, 5, -28, 0.0

Continued (6 carried over from the part before).
Values run as follows: GPR151 activ, MITF primary, TEAD-YAP block, FBW7 act
55	Cc1c(NC(=S)NC(=O)c2ccc(F)cc2)c(=O)n(-c2ccccc2)n1C
 : 0.6, 12, 13, 0.0
56	CCOc1cc(C2C(C(=O)OCCOC)=C(C)NC3=C2C(=O)CC(c2ccc(Cl)cc2)C3)cc(Br)c1O (configuration not stated)
 : -0.9, -11, 2, 0.0
57	COc1ccc2oc(=O)c(C(=O)NCc3ccc(F)cc3)cc2c1
 : 1.2, 7, 2, 0.0
58	Cc1c(Cl)cccc1NC(=O)CCn1c(=O)sc2ccccc21
 : 0.3, 4, -7, -0.1
59	CCOc1ccc(NC(=O)c2cc(OC)c(OC)cc2[N+](=O)[O-])cc1
 : 1.5, -19, 2, -0.1
60	C=CCn1c(=NC(=O)/C=C/c2cccc([N+](=O)[O-])c2)sc2cc(S(N)(=O)=O)ccc21
 : 0.9, 5, -28, 0.0
61	Cc1ccc(S(=O)(=O)Nc2ccc3c(c2)OCCOCCOCCOCCOCCO3)cc1
 : 5.2*, -1, -9, -0.1
62	COCCNCC(=O)Nc1nc(C)cs1
 : 0.5, 70*, -2, -0.1
63	CCOCCCN1C(=O)C2C(C(=O)Nc3ccc(Cl)c(Cl)c3)C3C=CC2(O3)C1C(=O)NC1CCCCC1 (configuration not stated)
 : -0.1, 1, -3, 0.1
64	Cc1cc(C=C(C#N)C#N)c(C)n1-c1cccc(C(=O)O)c1
 : 1.2, 2, 6, 1.8
65	COc1ccc(C2C(C(=O)NCc3ccco3)CCC(=O)N2c2ccc(OC)cc2)cc1 (configuration not stated)
 : 0.0, -8, -5, 0.0
66	Cc1ccc(S(=O)(=O)CCc2nnc(NC(=O)c3ccc(C(C)(C)C)cc3)s2)cc1
 : 0.8, 25, -1, 0.2
67	CN(CC(=O)Nc1cccc(F)c1)S(=O)(=O)c1ccc2c(c1)CCC(=O)N2
 : 0.9, -3, 1, 0.1
68	COc1ccc(O)c(C=Nc2cc(C)on2)c1
 : -0.7, 9, -6, 0.1
69	COc1ccc(C(=O)Nc2cc(C#N)c3[nH]c4ccccc4n3c2=O)cc1
 : -0.9, 19, -4, 1.0
70	CC(C)n1cnc2c(NCCO)nc(Nc3ccccn3)nc21
 : 0.7, -4, 5, -0.2
71	N#Cc1ccccc1CSc1nnc(N)s1
 : -0.5, 8, -3, 0.0
72	CC1(C)CC(=O)C2=C(C1)Nc1nc(SCc3ccccc3)nn1C2c1cccnc1 (configuration not stated)
 : 1.3, -1, -9, 0.1
73	O=P(O)(O)c1ccccc1OCCCOc1ccccc1P(=O)(O)O
 : -1.5, 32, 0, -0.3
74	COc1cccc(NC(=O)c2ccccc2-c2ccccc2C(=O)O)c1
 : -1.7, 18, 11, 0.3
75	O=C(COc1ccc(Cl)cc1)N1CCN(c2ccc(-c3ccncc3)nn2)CC1
 : -0.5, 0, -2, 0.1
76	COc1ccc2cc(-c3[nH]ncc3CN3CCCC(C(=O)c4cccnc4)C3)ccc2c1 (configuration not stated)
 : -0.2, 20, -17, 0.1
77	COc1ccccc1/C(C)=N/Nc1ccc(Cl)c(C(=O)O)c1
 : -2.1, -2, -45, -0.1
78	Cc1cc(C)c2c(N)c(C(=O)Nc3ccccc3)sc2n1
 : 0.5, -10, -11, 0.0
79	Cc1nc(C)c(-c2csc(NCc3ccccc3)n2)s1
 : -0.6, -12, -27, -0.6
80	CCOC(=O)c1ccccc1NC(=O)c1sc(NC(=O)C23CC4CC(CC(C4)C2)C3)c(C(=O)OCC)c1C
 : -1.9, 11, -3, -0.4

Full records as entered above:
Profile of `NC(=O)COC(=O)c1ccc([N+](=O)[O-])s1` = GPR151 activ = 0.6; MITF primary = -6; TEAD-YAP block = 3; FBW7 act = -0.1
Profile of `CC(=O)c1ccc(NC(=O)CCOc2ccc(C)cc2)cc1` = GPR151 activ = -0.1; MITF primary = 3; TEAD-YAP block = -3; FBW7 act = -0.1

The listing continues.
Values run as follows: GPR151 activ, MITF primary, TEAD-YAP block, FBW7 act
81	Cc1ccc(-c2csc(NC(=O)COc3c(C)ccc(C)c3C)n2)cc1
 : -2.4, -2, -11, 0.2
82	CCC(C)NC(=O)c1ccc2c(c1)N(Cc1ccccc1C)C(=O)CS2 (configuration not stated)
 : -0.6, -13, 14, -0.3
83	CC(=O)N1CCN(c2ccc(NC(=O)S(=O)(=O)c3ccc(C)cc3)cc2)CC1
 : 4.7, 3, 8, -0.6
84	CCOc1cc(C(=O)N2CCc3cc(OC)c(OC)cc3C2COc2ccc(OC)cc2)cc(OCC)c1OCC (configuration not stated)
 : 0.5, 10, -21, 0.2
85	CCOC(=O)C1=C(C)N=c2s/c(=C\c3ccc(N4CCCCC4)o3)c(=O)n2C1c1ccccc1OC (configuration not stated)
 : -1.2, -2, 2, -0.1
86	CCCOc1ccc(C(=O)OCC(=O)c2cc(C)n(C(C)COC)c2C)cc1OC (configuration not stated)
 : -0.9, -1, 4, -0.2
87	COc1ccc2cc3c(N)c(C(=O)Nc4cccc(C(C)=O)c4)sc3nc2c1
 : 0.4, 5, -11, -0.1
88	CC(Cc1cccnc1)NC(=O)COc1ccc(N2CCCC2)nn1 (configuration not stated)
 : -0.9, 0, -13, -0.1
89	CC1CCCCC1NS(=O)(=O)c1ccc(S(=O)(=O)NC2CC2)cc1 (configuration not stated)
 : 1.1, -4, -3, 0.1
90	O=C(Cn1c(C(F)(F)F)nc2ccccc21)NCCc1ccccc1
 : -0.3, 2, 3, -0.2
91	CCCCCc1nnc2n1N=C(c1ccc(F)cc1)CS2
 : -0.3, -6, 5, -0.1
92	CC(C)(C)n1nc2c(c1NC(=O)Cc1ccc(F)cc1)CS(=O)C2 (configuration not stated)
 : -0.9, 15, 4, 0.3
93	COC(=O)C1=C(NC(=O)c2ccc(Cl)cc2Cl)CCS1
 : 0.4, -8, -13, 0.0
94	C=CCn1c(SCC(=O)N2CCOCC2)nc2scc(-c3ccc(Cl)cc3)c2c1=O
 : 1.2, 16, 4, 0.0
95	CC(Oc1cccc(Cl)c1)C(=O)Nc1c[nH]c(=O)[nH]c1=O (configuration not stated)
 : 1.2, -6, 1, 0.1
